# Screening data: PubChem, National Center for Advancing Translational Sciences (NCATS)
# FUS yeast rescue: FUS proteinopathy suppression in yeast. Potency, µM (highest dose often 76.6 µM), without a hit: at the top dose growth rescue (activation), actives largely listed as activators. 390,000 tested, 0.24% active. S. cerevisiae FUS-expressing, growth rescue, OD600, 24 h; active means well fitted activation curve with a large enough effect; inconclusive means small, poorly fitted or top-dose-only effect; inactive means no such curve, though single readings can be large or run the other way;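 further: plate controls were DMSO vehicle for no effect and reference control for full effect; nearly all actives have a fitted effect of over 55% in size; some results filed as inactive show a strong effect at the top dose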
#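 Quantitative HTS measuring growth restoration of FUS-toxic yeast. Galactose-induced cells (OD 0.005) were exposed 24hr at 30C to compounds at several concentrations, then absorbance at 600 nm was recorded.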
# Numbers without * were called inactive; ? = inconclusive. Potency means the concentration at half of the fitted maximal effect. A portion of the library; count on the stated rates, not on these rows.
cpd	compound	FUS yeast rescue
1	COc1cccc(CNC(=O)C2CCC(CNS(=O)(=O)c3cccc4cccnc34)CC2)c1OC (stereo unspecified)	10.8%
2	C#CCCN([C@H](C(=O)OC)C(C)C)S(=O)(=O)c1ccc(F)cc1Br	8.3%
3	O=C(N1CCC(C(O)(c2ccccc2)c2ccccc2)CC1)n1ncc(C(O)(c2ccccc2)c2ccccc2)n1	?
4	COC(=O)C1=C(C(=O)OC)[C@@]2([C@H](Cc3ccc(C)cc3)Nc3ccccc3)C=C[C@@H]1O2	-9.3%
5	C=CCN1C(=O)[C@H](CC(=O)NCc2cccc3ccccc23)[C@@]2(C(=O)OCC)CCCC=C12	?
6	Nn1c(SCc2c(Cl)cccc2Cl)nnc1-c1n[nH]c2c1CCC2	-3.3%
7	CCOC(=O)CC[C@@]1(C(=O)OCC)C[C@@H](CC(=O)NCc2cccc3ccccc23)C(=O)N2CCCC=C21	36.3%
8	O=C(Nc1nc2ncccn2c1-c1ccc(F)c(F)c1)c1ccc(F)cc1	3.1%
9	COc1ccccc1C(=O)CSc1nnc(-c2ccccn2)n1-c1ccccc1	10.2%
10	Cc1cccc(CN[C@@H]2CC[C@@]34CCCN3C(=O)CCC[C@H]4C2)c1	6.7%
11	COc1cccc(CCNC(=O)CCc2nc(-c3ccccc3F)no2)c1	-7.9%
12	O=C(N[C@@H](Cc1ccccc1)C(=O)NCP(=O)(O)OC(Cc1ccccc1)C(=O)O)OCc1ccccc1 (stereo partly specified)	-1.6%
13	Cc1cc(C(=O)NN=Cc2cccc(O)c2)n[nH]1	-5.6%
14	COc1ccc(C(C(=O)N(C)C2CCCC2)N(Cc2ccc(F)cc2)C(=O)c2csc(N3CCOCC3)n2)cc1OC (stereo unspecified)	?
15	COc1ccc(NC(=O)N(CCc2c(C)[nH]c3ccccc23)Cc2cccs2)cc1OC	?

# Among those listed so far, 3 have an NH in an aromatic ring.
cpd	compound	FUS yeast rescue
6	Nn1c(SCc2c(Cl)cccc2Cl)nnc1-c1n[nH]c2c1CCC2	-3.3%
13	Cc1cc(C(=O)NN=Cc2cccc(O)c2)n[nH]1	-5.6%
15	COc1ccc(NC(=O)N(CCc2c(C)[nH]c3ccccc23)Cc2cccs2)cc1OC	?

# Continuation:
cpd	compound	FUS yeast rescue
16	CCOC(=O)[C@]12CCCC=C1N(Cc1ccc(OC)cc1)C(=O)[C@@H]2CC(=O)NCc1ccc(C)o1	25.5%
17	CCCCNC(=O)NCCCN1CCN(c2ccc(F)cc2)CC1	3.1%
18	CC1(C)CC(=O)C=C(Nc2ccccc2NC(=O)c2cc(F)ccc2F)C1	0.2%
19	COC(=O)[C@]12C[C@H](CC(=O)NCc3ccccc3)C(=O)N(Cc3ccc(Cl)cc3Cl)C1=C[C@H](C1CCCC1)O[C@@H]2C	42.5%
20	O=C(c1ccccc1Oc1ccccc1)N1CCC(Oc2cccnc2)CC1	-1.8%
21	COCCCN1C(=O)[C@H](CC(=O)NCC23CC4CC(CC(C4)C2)C3)[C@]2(C(=O)OC)CCCCC=C12	36.9%
22	CCOC(=O)[C@]12CCCC=C1N(CCc1ccc(Cl)cc1)C(=O)[C@@H]2CC(=O)NCCC(C)C	41.6%
23	C(=C\c1ccccc1)/CSc1nnc(COc2ccccc2)n1Cc1ccco1	?
24	COc1ccc(-n2c(SCc3ccc([N+](=O)[O-])cc3)nnc2-c2ccco2)cc1	?
25	Cc1ccc(-c2nnc(SCC(=O)c3ccc(O)c(O)c3)n2-c2ccc(Cl)cc2)cc1	17.6%
26	COC(=O)C[C@H]1CC[C@@H]2[C@@H](COc3ccc(NC(=O)c4ccccc4)cc3C(=O)N2C)O1	10.2%
27	O=C(NCC1COCCO1)C1CCN(S(=O)(=O)c2cccs2)CC1 (stereo unspecified)	12.9%
28	COc1cc2c(cc1NC(=O)CSc1nnc(-c3cccc(Cl)c3)n1Cc1ccco1)oc1ccccc12	17.1%
29	COc1cccc(Cn2cc(COC(=O)Nc3ccc(F)cc3)nn2)c1	-14.9%
30	O=C(C1CCN(S(=O)(=O)c2ccc3[nH]c(=O)oc3c2)CC1)N1CCCC1	2.1%

# Continuation:
cpd	compound	FUS yeast rescue
31	COC(=O)[C@]12C[C@H](CC(=O)N3CCSCC3)C(=O)N(Cc3ccc(Cl)cc3Cl)C1=C[C@H](COCc1ccccc1)O[C@@H]2C	?
32	COC(=O)[C@]12C[C@H](CC(=O)NCc3ccccc3)C(=O)N(Cc3ccco3)C1=C[C@H](C1CCCC1)O[C@@H]2C	?
33	CCN1CCCCC(NC(=O)c2ccc(C)cc2)C1=O (stereo unspecified)	-12.9%
34	COc1ccccc1C1c2c(ncn(-c3ccccc3)c2=N)Oc2ccc3ccccc3c21 (stereo unspecified)	36.0%
35	Cc1ccccc1CN1CCCCC(NC(=O)c2ccc(F)c(F)c2)C1=O (stereo unspecified)	4.4%
36	Clc1ccc(CN2CCN(N=Cc3cccc(OCc4ccccc4)c3)CC2)cc1	3.0%
37	CC(C)(C)OC(=O)NCCc1ccccc1/C=C/S(=O)(=O)NC1CCCC1	18.5%
38	C#CCNC(=O)C[C@H]1C(=O)N(CCCOC)C2=CCCCC[C@]21C(=O)OC	0.8%
39	CC(=O)c1cc(-c2ccc3c(c2)OCO3)c(=O)n2c1CCC2	-8.4%
40	CN1C(=O)c2cc(NC(=O)Cc3ccccc3)ccc2OC[C@H]2O[C@H](CC(=O)O)CC[C@H]21	-12.1%
41	O=C(CN1CCN(Cc2ccccc2Cl)CC1)N/N=C\c1ccccc1F	1.1%
42	CC(=O)N1CCc2cc(S(=O)(=O)NCCC(=O)N(C)C3CCCCC3)ccc21	13.4%
43	O=C(CSc1nnc(Cc2cccs2)n1-c1ccccc1)Nc1ccccc1-c1ccccc1	?
44	O=C(c1cccs1)N1CC[C@H]2[C@H](CCCN2Cc2ccc(F)cc2)C1	-15.2%
45	CCn1c2ccccc2c2cc(C=NNC(=O)c3cc(-c4ccc(OC)cc4)n[nH]3)ccc21	39.5%

# A draw from above in order of heavy-atom count, highest first.
cpd	compound	FUS yeast rescue
31	COC(=O)[C@]12C[C@H](CC(=O)N3CCSCC3)C(=O)N(Cc3ccc(Cl)cc3Cl)C1=C[C@H](COCc1ccccc1)O[C@@H]2C	?
32	COC(=O)[C@]12C[C@H](CC(=O)NCc3ccccc3)C(=O)N(Cc3ccco3)C1=C[C@H](C1CCCC1)O[C@@H]2C	?
43	O=C(CSc1nnc(Cc2cccs2)n1-c1ccccc1)Nc1ccccc1-c1ccccc1	?
34	COc1ccccc1C1c2c(ncn(-c3ccccc3)c2=N)Oc2ccc3ccccc3c21 (stereo unspecified)	36.0%
40	CN1C(=O)c2cc(NC(=O)Cc3ccccc3)ccc2OC[C@H]2O[C@H](CC(=O)O)CC[C@H]21	-12.1%
36	Clc1ccc(CN2CCN(N=Cc3cccc(OCc4ccccc4)c3)CC2)cc1	3.0%
42	CC(=O)N1CCc2cc(S(=O)(=O)NCCC(=O)N(C)C3CCCCC3)ccc21	13.4%
41	O=C(CN1CCN(Cc2ccccc2Cl)CC1)N/N=C\c1ccccc1F	1.1%
30	O=C(C1CCN(S(=O)(=O)c2ccc3[nH]c(=O)oc3c2)CC1)N1CCCC1	2.1%
44	O=C(c1cccs1)N1CC[C@H]2[C@H](CCCN2Cc2ccc(F)cc2)C1	-15.2%
27	O=C(NCC1COCCO1)C1CCN(S(=O)(=O)c2cccs2)CC1 (stereo unspecified)	12.9%
39	CC(=O)c1cc(-c2ccc3c(c2)OCO3)c(=O)n2c1CCC2	-8.4%
33	CCN1CCCCC(NC(=O)c2ccc(C)cc2)C1=O (stereo unspecified)	-12.9%

# (list continues)
cpd	compound	FUS yeast rescue
46	CCCC[C@@H]1C(=O)N2N=Cc3cscc3[C@H]2N2N=Cc3cscc3[C@@H]12	-2.4%
47	CCC(=O)OCCCN1C(=O)CCC12CCC(C)CC2 (stereo unspecified)	-7.6%
48	COC(=O)[C@@]12CCCCC=C1N(CCc1ccc(Cl)cc1)C(=O)[C@H]2CC(=O)NCC1CCCCC1	34.4%
49	Cc1ccc(-n2c(SCC(=O)c3ccccc3Br)nnc2-c2ccncc2)cc1	?
50	CCN1CCCCC(NC(=O)c2ccc(Cl)cc2Cl)C1=O (stereo unspecified)	-22.2%
51	CC(=O)N1CCN(C(=O)c2ccc(CNC(=O)c3cccc(Br)c3)cc2)CC1	-1.5%
52	Cc1ccc(-c2cc(C(=O)NN=Cc3ccccc3OCC(=O)O)[nH]n2)cc1	5.1%
53	CCCC1CCC2(CC1)CCC2OC(=O)Nc1ccc(F)cc1 (stereo unspecified)	-6.0%
54	O=C(OCC#CCSc1nnc(-c2cccc3ccccc23)o1)c1ccccc1	-1.4%
55	CCCCNC(=O)C[C@@H]1C(=O)N2CCCC3=C2[C@@]1(C(=O)OCC)CCC3	-8.6%
56	O=C(CSc1nnc(-c2cccnc2)n1-c1ccccc1)c1ccccc1Cl	35.9%
57	COC(=O)c1cc(-c2cc(Cl)cc(Cl)c2)c(=O)n2c1CCC2	-11.5%
58	CCCCNC(=O)C[C@H]1C[C@@]2(C(=O)OCC)CCCC3=C2N(CCC3)C1=O	4.3%
59	CCCCC(=O)N(Cc1ccccc1)c1ccccc1C(=O)Nc1cc(OC)ccc1OC	37.6%
60	CCCCCCCCN1C(=O)[C@@H](CC(=O)N2CCN(C(=O)c3ccco3)CC2)C[C@@]2(C(=O)OC)C1=C[C@H](C(C)C)O[C@@H]2C1CC1	?

# (further entries)
cpd	compound	FUS yeast rescue
61	CCCCOCCCNC(=O)C[C@@H]1C(=O)N(Cc2ccc(OC)cc2)/C2=C/CCCCC[C@@]21C(=O)OCC	?
62	Cc1cccc(-c2nnc(SCC(=O)Nc3ccc(-c4nc5ccc(C)cc5s4)cc3)n2Cc2ccco2)c1	-7.3%
63	Cc1ccc(C)c(NC(=O)CSc2nc(C)cc(=O)[nH]2)c1	-0.6%
64	O=S(=O)(c1cccc2cccnc12)N1CCC(c2cn3ccccc3n2)CC1	32.0%
65	COc1ccc(S[C@]2(C(=O)N3CCCC3)CC(=O)N(c3ccc4c(ccn4C)c3)[C@@H]2c2ccc(OC)cc2)cc1	26.8%
66	CCN(C(=O)C1CCN(c2ncccn2)CC1)c1ccccc1	26.8%
67	Fc1ccc(-c2n[nH]c(=S)n2N=Cc2ccc(OCc3ccccc3)cc2)cc1	2.6%
68	O=C(Nc1cc(Cl)cc(Cl)c1)OCCN1CCCC12CCC(c1ccccc1)CC2 (stereo unspecified)	21.8%
69	COc1cccc(-c2cc3nc(C)c(C)c(N4CCN(Cc5ccco5)CC4)n3n2)c1	12.2%
70	C#CCNC(=O)C[C@@H]1C(=O)N(CCc2ccc(Cl)cc2)C2=CCCCC[C@]21C(=O)OC	13.9%
71	CCN(CC)C(=O)CC[C@H]1CC[C@]2(CCCN(Cc3nccn3C)C2)O1	-17.3%
72	COc1ccc(OCc2nn3c(-c4ccccc4)nnc3s2)cc1	0.4%
73	COC[C@@H]1CCCN1c1ccc2c(c1)O[C@H](C)CCN(C1CC1)S2(=O)=O	18.9%
74	COc1ccc2c(c1)CCCN2C(=O)C1CCCN(S(=O)(=O)c2c(C(C)C)cc(C(C)C)cc2C(C)C)C1 (stereo unspecified)	-7.4%
75	O=C1CSc2ccc(C(=O)N3CCCC(C(=O)N4CCCCC4)C3)cc2N1 (stereo unspecified)	-1.2%

# The listing continues.
cpd	compound	FUS yeast rescue
76	CCOC(=O)[C@@]12CCC3=C1N(CCC3)C(=O)[C@H](CC(=O)NCc1ccc(OC)c(OC)c1)C2	3.5%
77	O=C(NCCCc1ccccc1)[C@H](Cc1ccccc1)NC1(C(=O)NCCc2c[nH]c3ccccc23)CCC1	?
78	COC(=O)CSc1nnc(-c2ccc(NS(=O)(=O)c3c(C(C)C)cc(C(C)C)cc3C(C)C)cc2)o1	?
79	CCNC(=S)NNC(=O)CSc1nnc(-c2ccccc2)n1-c1ccc(Cl)cc1	36.0%
80	COc1ccc(N2CCN(CCCNC(=O)Cn3c(=O)c4cccn4c4c(C)ccnc43)CC2)cc1	-1.3%
81	Cc1ccc(S(=O)(=O)N2CCC(C(=O)NCc3cccs3)CC2)cc1	9.0%
82	C=CCN1[C@H](CO)[C@H](c2ccccc2)[C@@H]1C#N	-16.9%
83	CCC(=O)Nc1ccc2c(c1)C(=O)N(C)[C@@H]1CC[C@@H](CC(=O)NCCN3CCCCC3)O[C@H]1CO2	6.4%
84	CCC(c1ccc(NC(=O)OC(C)(C)C)cc1)c1cc(OC)cc(OC)c1 (stereo unspecified)	11.9%
85	COC(=O)[C@]12C[C@H](CC(=O)N3CCOCC3)C(=O)N(CCc3ccc(OC)c(OC)c3)C1=C[C@H](COCc1ccccc1)O[C@@H]2C	23.3%
86	COC1=C[C@H](C(=O)NCc2ccc(OC)cc2)C(C)C(c2ccccc2)CC1=O (stereo partly specified)	17.0%
87	CCCNC(=O)C[C@H]1CC[C@H]2[C@@H](COc3ccc(NC(=O)Nc4ccc(C#N)cc4)cc3C(=O)N2C)O1	0.0%
88	O=C(NCCN1CCC(Cc2ccccc2)CC1)C1CCCN(S(=O)(=O)c2ccc(Br)s2)C1 (stereo unspecified)	36.8%
89	CCCCCCC(=O)n1ccc2ccc(-c3ccc4ccn(Cc5ccc(OC)cc5)c4c3)cc21	13.5%
90	O=C(OCc1cn(Cc2ccccc2F)nn1)N1CCOCC1	-8.7%
91	CCOC(=O)[C@]12CCCC3=C1N(CCC3)C(=O)[C@@H](CC(=O)N1CCCC1)C2	-14.5%
92	COc1ccc(C2Nc3ccccc3C(=O)N2Cc2ccncc2)cc1COc1ccc(NC(C)=O)cc1 (stereo unspecified)	8.5%
93	COC(=O)[C@]12C[C@H](CC(=O)NCC34CC5CC(CC(C5)C3)C4)C(=O)N(CCc3ccc(OC)c(OC)c3)C1=C[C@H](C1CCCC1)O[C@@H]2C	?
